Compound activity from PubChem.
TRPV1 ag = agonists of human vanilloid receptor 1 (TRPV1); Q8NER1; activation, % at 8.33 µM; 320,000 compounds, 0.19% hits; TRPV1-expressing cells, Fluo-8 calcium influx, agonist mode; in the data active = activation above about 80%; inconclusive = between about 30% and that limit; note: 0% is about no effect
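Cells expressing TRPV1 were dye-loaded with Fluo-8 and read kinetically: 10 s baseline, 3 min after compound (agonist portion), then 2 min after EC20 capsaicin (allosteric enhancer portion). Calcium-bound dye fluorescence at 480/520 nm.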
FLuc counter = inhibits or activates purified firefly luciferase, miR-21 counter-screen; Potency, µM (series often up to 57.5 µM), inactives show top-dose activity change, negative = inhibition, hits mostly inhibitors; 360,000 compounds, 6.9% hits; AID 588342; purified FLuc, Km substrates, luminescence inhibition; P08659;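 note: potency is the fitted concentration of half-maximal effect; plate controls were vehicle for no effect and reference inhibitor for full effect; nearly all actives have a fitted effect of over 55% in size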
Target sequence (P08659 whole entry, looked up): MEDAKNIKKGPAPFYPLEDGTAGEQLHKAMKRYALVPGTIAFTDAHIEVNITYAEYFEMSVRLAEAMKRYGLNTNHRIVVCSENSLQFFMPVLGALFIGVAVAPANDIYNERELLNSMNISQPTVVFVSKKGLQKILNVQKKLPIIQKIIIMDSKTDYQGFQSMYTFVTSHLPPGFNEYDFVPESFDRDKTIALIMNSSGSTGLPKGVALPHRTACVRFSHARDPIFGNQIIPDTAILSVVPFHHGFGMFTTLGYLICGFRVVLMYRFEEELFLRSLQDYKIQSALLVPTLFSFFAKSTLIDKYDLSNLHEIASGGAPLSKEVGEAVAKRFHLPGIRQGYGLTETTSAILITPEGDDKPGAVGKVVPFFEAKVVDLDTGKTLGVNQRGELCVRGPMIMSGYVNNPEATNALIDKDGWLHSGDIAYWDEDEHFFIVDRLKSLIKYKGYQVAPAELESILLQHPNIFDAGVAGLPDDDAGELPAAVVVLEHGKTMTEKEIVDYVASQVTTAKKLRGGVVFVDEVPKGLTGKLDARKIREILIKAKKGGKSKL
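Biochemical qHTS of compounds, final roughly 60 µM downward over six points, against 10 nM purified firefly luciferase using Km concentrations of substrates (10 uM D-luciferin, 10 uM ATP) in Tris acetate pH 7.5 buffer; luminescence output.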
Gal4-VP16 FLuc = Gal4-VP16 reporter inhibition counter-screen. 310,000 compounds, 3.5% hits. Drosophila S2 Gal4-VP16 UAS-luciferase, luminescence, 20 h. Potency, µM (titrated, usually from 53.6 µM), for the others: at the highest dose activity, negative = inhibition, usual class: inhibitors. AID 2546;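 note: Gal4-VP16 expression switched on by copper sulfate through the metallothionein promoter; potency is the fitted concentration of half-maximal effect; % is set by controls: 0 for no effect and ±100 for the full control effect; nearly all actives have a fitted effect of over 50% in size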
p53 reactivator = re-activators of mutant p53. 320,000 compounds, 0.063% hits. H1299 p53-A138V BP100-luciferase reporter, luminescence, 24 h. Potency, µM (doses to about 92.2 µM), for the others: top-dose activity change, positive = activation, hits mostly activators. AID 504706; note: potency is the fitted concentration of half-maximal effect; % of control where 0% means no effect; nearly all actives have a fitted effect of over 45% in size
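H1299 (p53-null), stable ts p53-A138V + BP100-Luc; 1000 cells/well, Opti-MEM/10% FBS; cpd 4 pt, 1:5; 24 h, 37 deg C, 5% CO2; detection reagent 10 min RT; luminescence.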
BRCA1 expr up = BRCA1 expression activation | MCF7-BRCA1-FFLuc reporter, luminescence, 48 h; response scale: scaled: vehicle 0%, 10 µM genistein 100% | Potency, µM (series often up to 46.1 µM), for the others: at the top dose activation, actives largely listed as activators | 380,000 compounds, 1.1% hits | AID 624202; note: potency is the fitted concentration of half-maximal effect; nearly all actives have a fitted effect of over 80% in size; some results filed as inactive show a strong effect at the top dose
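Quantitative HTS in MCF7 cells stably reporting BRCA1 expression via firefly luciferase. Compound treatment lasts 48 h at 37 °C in phenol-red free MEM. Activation is expressed relative to genistein at 10 microM and DMSO.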
ELG1 repair inh = ELG1-dependent DNA repair inhibition. AID 504467. 330,000 compounds, 2.3% hits. HEK293T ELG1-luciferase reporter, luminescence, 16 h; DNA damage induced by 5-fluorouridine. Potency, µM (highest dose often 46.1 µM), for the others: at the top dose activity change, negative = inhibition, usual class: inhibitors; note: potency is the fitted concentration of half-maximal effect; % is set by controls: 0 for no effect and ±100 for the full control effect; nearly all actives have a fitted effect of over 55% in size
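In this reporter screen, reduction of luminescence relative to DMSO vehicle indicated activity. Compounds and 5-fluorouridine were added together to 2,000 cells per well, incubated for 16 hr at 37 °C, then developed with ONE-Glo.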
NPC1 promoter act = activates the NPC1 promoter. Huh7 NPC1 promoter luciferase reporter, 24 h. 320,000 compounds, 2.4% hits. Potency, µM (titrated, usually from 9.22 µM), without a hit: at the highest dose activation, actives largely listed as activators;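 note: potency is the fitted concentration of half-maximal effect; % of control where 0% means no effect; nearly all actives have a fitted effect of over 60% in size; reporter is driven by a mutant NPC1 promoter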
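Luminescence from an NPC1 promoter-driven luciferase reporter in stably transfected Huh7 cells was measured after 24 h compound treatment at 37 °C, followed by 10 min ambient incubation with luciferase detection reagent.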
ELG1 genotoxic = induces genotoxicity in HEK293T cells with luciferase-tagged ELG1; 330,000 compounds, 1.3% hits; HEK293T ELG1-luciferase reporter, luminescence, 16 h; Potency, µM (top dose mostly 46 µM), for inactives: at the highest dose activity change, positive = activation, hits mostly activators; note: potency is the fitted concentration of half-maximal effect; % of control where 0% means no effect; nearly all actives have a fitted effect of over 60% in size
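Step 1: seed 2,000 HEK293T ELG1-luciferase cells per well. Step 2: add compound or DMSO, incubate 16 hr at 37 °C. Step 3: ONE-Glo, 30 min at room temperature, read luminescence.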
RORgamma inh = inhibitors of mouse ROR gamma transcriptional activity | P51450 | Drosophila S2 Gal4-RORgamma UAS-luciferase reporter, 20 h | Potency, µM (highest dose often 53.6 µM), without a hit: at the highest dose activity change, negative = inhibition, hits mostly inhibitors | 310,000 compounds, 5.4% hits | AID 2551; note: potency is the fitted concentration of half-maximal effect; % is set by controls: 0 for no effect and ±100 for the full control effect; nearly all actives have a fitted effect of over 60% in size
Target sequence (P51450 whole entry, looked up, the tested form may be a part): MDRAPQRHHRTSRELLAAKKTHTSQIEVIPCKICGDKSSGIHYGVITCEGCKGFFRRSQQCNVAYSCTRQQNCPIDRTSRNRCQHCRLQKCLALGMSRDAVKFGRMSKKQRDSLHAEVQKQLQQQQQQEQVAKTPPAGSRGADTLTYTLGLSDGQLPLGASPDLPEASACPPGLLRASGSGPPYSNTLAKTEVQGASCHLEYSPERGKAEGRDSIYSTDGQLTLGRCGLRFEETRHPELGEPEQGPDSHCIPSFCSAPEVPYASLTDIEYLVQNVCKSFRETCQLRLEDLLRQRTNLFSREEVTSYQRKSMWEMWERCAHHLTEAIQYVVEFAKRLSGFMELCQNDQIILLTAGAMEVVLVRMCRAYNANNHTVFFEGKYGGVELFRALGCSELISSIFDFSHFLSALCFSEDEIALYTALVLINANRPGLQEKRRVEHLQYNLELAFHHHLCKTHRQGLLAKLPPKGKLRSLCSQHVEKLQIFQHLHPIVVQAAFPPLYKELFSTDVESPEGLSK
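Stable Schneider cell line, Gal4 DNA-binding domain fused to ROR gamma, UAS-luciferase. Cmpd 1 hr RT → CuSO4 700 uM final → 20 hr RT → luciferase reagent 10 min → luminescence.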
Rab9 prom act = Rab9 promoter activation | 320,000 compounds, 2.8% hits | Huh7 Rab9 promoter-luciferase reporter, luminescence, 24 h | Potency, µM (doses to about 9.22 µM), for the others: at the top dose activation, negative = inhibition, usual class: activators; note: potency is the fitted concentration of half-maximal effect; % of control where 0% means no effect; nearly all actives have a fitted effect of over 60% in size
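Rab9 promoter-driven luciferase in stably transfected Huh7 cells; 1500 cells/well rested 2 h, exposed to compound in DMSO for 24 h at 37 °C, 5% CO2. Luminescence read 10 min after adding luciferase reagent at ambient temperature.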
Tb PFK inh = blocks T. brucei phosphofructokinase; O15648; T. brucei PFK, ADP-Glo luminescence; Potency, µM (top dose mostly 57.5 µM), inactives show at the highest dose activity, negative = inhibition, actives largely listed as inhibitors; 330,000 compounds, 0.17% hits;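 note: potency is the fitted concentration of half-maximal effect; 0% = uninhibited 1x PFK enzyme wells and -100% = no-enzyme wells; nearly all actives have a fitted effect of over 60% in size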
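1.25 nM PFK with 0.5 mM F6P and 0.1 mM ATP in 0.1 M TEA pH 8.0, 5 mM MgCl2, incubated 45 min at room temperature; ADP measured by ADP-Glo luminescence; compounds titrated up to 57 uM.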
The depositor's hits bear a star; ? = inconclusive; · = no result given; [ ] = remark or other dose. Unless noted, calls come from the whole dose curve; as a rule, active = well fitted curve in the direction sought with a large enough effect; inconclusive = small, poorly fitted or top-dose-only effect, or another doubt; inactive = no such curve, though single readings can be large; an effect the other way counts as inactive or inconclusive.

1. CCOc1ccc(NS(=O)(=O)c2ccc(OCC)c3ncccc23)cc1
2. COc1cccc(-c2nc(CS(=O)CC(=O)NC3CC3)c(C)o2)c1 (configuration not stated)
3. Cc1onc(-c2ccccc2)c1-c1nc2ccccc2c(=O)o1
4. CSC1=NCCN1C(=O)Cc1ccc(F)cc1
5. NNC(=O)COc1ccc(C(F)(F)F)cc1
6. COCCn1c(C)cc(C2=NNC(=Nc3ccc(OC)cc3)SC2)c1C
7. O=C(NC(=S)Nc1cc(Cl)ccc1O)c1cccc(Br)c1
8. CC(C)C(=O)NC(=O)COC(=O)/C=C/c1cccs1

compound no.	1	2	3	4	5	6	7	8
TRPV1 ag	-3	1	3	1	17	-4	-2	3
FLuc counter	0%	1%	2%	1%	-2%	?	?	?
Gal4-VP16 FLuc	?	10%	-25%	6%	2%[10 µM]	9%	3.5µM*	5%
p53 reactivator	3%	-2%	1%	1%	-2%	-4%	24%	3%
BRCA1 expr up	-91%[inhibitor]	2%	-38%	-11%	5%	12%	-53%	-6%
ELG1 repair inh	?	12%	25%	4%	12%	11%	-17%	-1%
NPC1 promoter act	-11%	-3%	-10%	2%	-1%	-2%	7%	-2%
ELG1 genotoxic	11%	9%	1%	3%	0%	-2%	8%	0%
RORgamma inh	?	-18%	9%	4%	-24%	14%	1.3µM*	-2%
Rab9 prom act	-2%	-7%	-5%	-8%	-1%	?	25%	-1%
Tb PFK inh	-6%	2%	-2%	1%	-5%	5%	-7%	-7%

9. O=c1cc(-c2ccccc2)nc2nc(-c3ccco3)[nH]n12
10. COc1cccc(NC(=O)N2CCCC(C(=O)NCc3ccc(F)cc3)C2)c1 (configuration not stated)
11. Brc1c(CSc2nncn2-c2ccccc2)nc2ncccn12
12. O=C(Cc1nnc(NC(=O)Nc2ccccc2F)s1)NCc1ccccc1
13. O=C(NCC(=O)N1CCN(c2ccccc2O)CC1)c1ccc(Br)o1
14. CN(CCO)c1cc(N(C)CCO)c([N+](=O)[O-])cc1[N+](=O)[O-]
15. O=C(COC(=O)c1cccnc1Nc1ccccc1F)NCc1ccc2c(c1)OCO2
16. O=C(CN1CCOCC1)Nc1nc2ccc(Br)cc2s1

compound no.	9	10	11	12	13	14	15	16
TRPV1 ag	-7	13	3	0	2	-5	0	2
FLuc counter	3.4µM*	3%	2%	-1%	-4%	-5%	0%	?
Gal4-VP16 FLuc	?	-2%	-12%	-8%	·	0%	0%	8%
p53 reactivator	?	-13%	13%	0%	4%	3%	0%	12%
BRCA1 expr up	32%	-3%	17%	-15%	3%	-8%	24%	0%[1.84 µM]
ELG1 repair inh	?	-2%	0%	?	16%	11%	3%	?
NPC1 promoter act	15%	-7%	1%	7%	-2%	-2%	9%	9%
ELG1 genotoxic	?	4%	0%	?	1%	0%	-2%	14%
RORgamma inh	?	0%	-13%	2%	·	-13%	?	26%
Rab9 prom act	11%	-2%	12%	2%	0%	13%	5%	26%
Tb PFK inh	-3%	1%	-1%	0%	-9%	6%	1%	-2%

17. C/C(=N/NC(=O)c1cc(-c2cccc([N+](=O)[O-])c2)n[nH]1)c1ccc(Cl)cc1
18. COC(=O)C1=C(C)N(Cc2ccccc2)C(=O)/C1=C\c1ccco1
19. CC[C@H](C)[C@H](NC(N)=O)C(=O)NNC(=O)c1ccc(COc2cccc3cccnc23)cc1
20. CCOc1ccc(NC(=O)c2cccc3c2C(=O)N(Cc2cccnc2)C3)cc1
21. CC(CN1CCCC1)OC(=O)Cc1ccc(Cl)cc1 (configuration not stated)
22. COc1ccc(S(=O)(=O)NCC(c2cccnc2)N2CCN(Cc3ccccc3)CC2)cc1C (configuration not stated)
23. CCCCCC(=O)Nc1nc(C)c(-c2csc(Nc3cc(Cl)ccc3C)n2)s1
24. COc1ccc(CNC(=O)CCNC(=O)c2ccco2)cc1OC

compound no.	17	18	19	20	21	22	23	24
TRPV1 ag	2	2	-3	-2	-1	2	-1	0
FLuc counter	-1%	3%	2%	8.5µM*	2%	5%	-2%	-1%
Gal4-VP16 FLuc	?	20%	-16%	-6%	-5%	-15%	4%	·
p53 reactivator	0%	4%	6%	-15%	?	-1%	-6%	1%
BRCA1 expr up	-34%	-26%	0%	55%	3%	-3%	-5%	4%
ELG1 repair inh	?	-14%	5%	9%	15%	-13%	-10%	20%
NPC1 promoter act	0%	1%	2%	1%	-10%	-3%	-2%	-1%
ELG1 genotoxic	2%	4%	-20%	?	0%	0%	-1%	1%
RORgamma inh	?	55%	7%	?	-20%	1%	-3%	·
Rab9 prom act	-9%	-2%	11%	5%	3%	-12%	-2%	-4%
Tb PFK inh	3%	7%	-1%	-23%	2%	0%	-4%	0%

25. O=C(C[C@@H]1C/C=C/CCCC(=O)O[C@H](c2ccccc2)CNC1=O)NCCO
26. CC(=O)c1ccc(NC(=O)C2CC(=O)Nc3nc4ccccc4n32)cc1 (configuration not stated)
27. CCC(CC)NC(=O)CCCSc1nc2ccccc2[nH]1
28. Cn1cc(/C=N\NC(=O)C2COc3ccccc3O2)c2ccccc21 (configuration not stated)
29. Cc1onc(-c2ccccc2)c1C(=O)N1CCN(S(=O)(=O)c2ccccc2C(F)(F)F)CC1
30. CCc1nnc(NC(=O)COc2ccccc2[N+](=O)[O-])s1
31. COc1ccc(/C=C2\Oc3cc(OCC(=O)N4CCC[C@H]4CO)ccc3C2=O)c(OC)c1
32. COc1ccccc1C(=O)Nc1cc2c(cc1C(=O)O)OCCCO2

compound no.	25	26	27	28	29	30	31	32
TRPV1 ag	·	-1	8	-1	-10	·	-1	2
FLuc counter	·	-1%	4%	2%	4%	-19%	13µM*	-14%
Gal4-VP16 FLuc	·	0%	-17%	?	2%	28%	1%	-6%
p53 reactivator	-2%	4%	-2%	-1%	14%	9%	-1%	1%
BRCA1 expr up	-7%	-1%	1%	·	2%	52%	-7%	-16%
ELG1 repair inh	?	-4%	-4%	-11%	1%	?	?	18%
NPC1 promoter act	·	-5%	-5%	-17%	-1%	0%	-4%	-3%
ELG1 genotoxic	3%	0%	-1%	1%	3%	12%	4%	4%
RORgamma inh	·	-16%	-37%	?	-5%	33%	0%	0%
Rab9 prom act	·	0%	-1%	-13%	2%	29%	2%	-3%
Tb PFK inh	0%	-4%	-2%	-8%	5%	3%	0%	3%

Part of the list above in order of heavy-atom count, low to high.
28. Cn1cc(/C=N\NC(=O)C2COc3ccccc3O2)c2ccccc21 (configuration not stated)
26. CC(=O)c1ccc(NC(=O)C2CC(=O)Nc3nc4ccccc4n32)cc1 (configuration not stated)
25. O=C(C[C@@H]1C/C=C/CCCC(=O)O[C@H](c2ccccc2)CNC1=O)NCCO
31. COc1ccc(/C=C2\Oc3cc(OCC(=O)N4CCC[C@H]4CO)ccc3C2=O)c(OC)c1

compound no.	28	26	25	31
TRPV1 ag	-1	-1	·	-1
FLuc counter	2%	-1%	·	13µM*
Gal4-VP16 FLuc	?	0%	·	1%
p53 reactivator	-1%	4%	-2%	-1%
BRCA1 expr up	·	-1%	-7%	-7%
ELG1 repair inh	-11%	-4%	?	?
NPC1 promoter act	-17%	-5%	·	-4%
ELG1 genotoxic	1%	0%	3%	4%
RORgamma inh	?	-16%	·	0%
Rab9 prom act	-13%	0%	·	2%
Tb PFK inh	-8%	-4%	0%	0%

New compounds follow
33. COn1c(=O)c(-c2ccc(Cl)cc2)[n+]([O-])c2ccccc21
34. CCn1c(Oc2ccccc2)nc2c1c(=O)n(C)c(=O)n2C
35. CC(C)C(C(=O)NC1=NCCS1)c1ccc(Cl)cc1 (configuration not stated)
36. COc1cc(OC)cc(C(=O)OCC(=O)c2cc(C)n(CC3CCCO3)c2C)c1 (configuration not stated)
37. CSCCC(NC(=O)c1ccccc1Br)C(=O)Nc1ccc(C)cc1 (configuration not stated)
38. Cn1c(CN2CCOCC2)nnc1SCC(=O)NCCc1ccccc1
39. Cc1cc[n+]2c3c(cccc13)CCC2

compound no.	33	34	35	36	37	38	39
TRPV1 ag	1	1	3	14	3	2	-2
FLuc counter	2%	0%	-2%	6.7µM*	1%	-1%	0%
Gal4-VP16 FLuc	8%	-17%	?	·	-14%	-1%	-17%
p53 reactivator	7%	3%	3%	17%	20%	4%	-4%
BRCA1 expr up	-25%	6%	-13%	45%	-5%	4%	1%
ELG1 repair inh	8%	?	-8%	17%	18%	6%	2%
NPC1 promoter act	0%	15%	-14%	14%	1%	-1%	0%
ELG1 genotoxic	1%	-18%	-11%	8%	1%	0%	-4%
RORgamma inh	-28%	30%	4.5µM*	·	0%	-12%	28%
Rab9 prom act	14%	-1%	-10%	18%	8%	-3%	-6%
Tb PFK inh	21%	-4%	-2%	0%	-6%	5%	-2%
